# Screening data: PubChem, several laboratories
# HePTP inh = blocks human HePTP tyrosine phosphatase. P35236. recombinant HePTP phosphatase activity, OD absorbance. inhibition, % at 20 µM. 110,000 compounds, 0.64% hits. AID 521; in the data active means inhibition above about 50%;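 further: plate controls were vehicle for no effect and reference inhibitor for full effect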
# Target sequence (P35236 whole entry, looked up): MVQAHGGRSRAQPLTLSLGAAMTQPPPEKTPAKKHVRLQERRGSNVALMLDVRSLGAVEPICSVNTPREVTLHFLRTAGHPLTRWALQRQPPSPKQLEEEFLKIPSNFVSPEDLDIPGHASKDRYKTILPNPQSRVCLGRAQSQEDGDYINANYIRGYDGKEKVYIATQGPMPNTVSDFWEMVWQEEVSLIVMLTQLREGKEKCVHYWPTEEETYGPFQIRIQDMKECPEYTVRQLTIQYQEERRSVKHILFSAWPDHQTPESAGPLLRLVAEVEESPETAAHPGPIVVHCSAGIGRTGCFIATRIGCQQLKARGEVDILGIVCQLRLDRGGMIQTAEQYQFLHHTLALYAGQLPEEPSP
# BAP1 inh = human BAP1 deubiquitinase inhibition; AID 436; Q92560; recombinant BAP1, Ub-AMC hydrolysis fluorescence kinetic; stronger effect = lower value; activity remaining (% of control), % at 20 µM; 72,000 compounds, 0.48% hits;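 active means activity remaining at or below 50% of control, provided the compound also passes the data quality filters; inactive means the rest, including low values that fail the filters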;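 further: 100% = DMSO wells rate and 0% = substrate alone blank rate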
# * hit, by the source's call; · = not tested or not shown; & = joins results of further samples.
HePTP inh	BAP1 inh	mol
13	100	COc1ccc(C2N(C(=O)CN3CCOCC3)CCN2S(=O)(=O)c2ccccc2)cc1 (stereo not drawn)
6	374	N#Cc1nc(-c2cccs2)oc1N1CCN(Cc2ccccc2)CC1
7	85	c1ccc(Nc2cc(Nc3ccccc3)[nH]n2)cc1
1	93	COCCCn1c(SCC(=O)n2c(C)c(C)c3ccccc32)nnc1-c1ccoc1C
-13	85	CC(CC(=O)O)CC(=O)Nc1ccccc1C(=O)O (stereo not drawn)
6	·	CC1Cc2cc(-c3csc(NC(=O)Cc4cccs4)n3)ccc2N1S(C)(=O)=O (stereo not drawn)
·	101	Cc1nc(N=Nc2ccc(S(=O)(=O)O)cc2S(=O)(=O)O)c(COP(=O)(O)O)c(C=O)c1O
8	73	C=CCOc1nc2c(c(=O)n(C)c(=O)n2C)n1Cc1ccc(Cl)cc1
7	86	O=C1c2ccccc2-c2nc3ncnn3c(-c3ccccc3)c21
4	69	Cc1nc(C)c(C(=O)Nc2cccc(Cl)c2)o1
-8	·	CC(=O)C1=C(C)NC(c2ccccc2)NC1c1ccccc1 (stereo not drawn)
-1	·	O=C(c1ccccc1)c1cc2c(cc1Br)OCCO2
12	67	CCCCNC(=O)NS(=O)(=O)c1ccc(C(=O)OC)o1
10	92	CN(C)S(=O)(=O)Nc1ccc2c(c1)Cc1ccccc1-2
0	·	N#C/C(=C\c1ccccc1C(F)(F)F)c1nn(CCO)c(N)c1C#N
3	·	COc1ccc(/C=N\Nc2nc(NCc3ccco3)nc(Nc3ccc(OC)cc3)n2)cc1
-2	95	COC(=O)C(CC(C)C)NC(=O)c1ccc(F)cc1 (stereo not drawn)
7	·	O=C(/C=C/c1cccs1)c1c(-c2ccccc2)c2cc(Cl)ccc2[nH]c1=O
0	111	COc1ccc(NC2=Nc3ccccc3CC2)cc1
-1	99	O=C(C1CCN(S(=O)(=O)c2cccc3cccnc23)CC1)N1CCN(Cc2ccccc2)CC1

# Next section:
HePTP inh	BAP1 inh	mol
-9	77	CN(C)C(=O)C1(c2ccccc2)CCN(S(=O)(=O)c2ccccc2)CC1
2	58	COc1cc(CN2CCC(C(=O)N3CCN(c4ccccc4F)CC3)CC2)ccc1O
9	167	Cc1cccc(N(Cc2ccccc2F)S(C)(=O)=O)c1
9	·	Cc1ccc(-c2nc3ccccc3o2)cc1NC(=O)c1cc(Cl)ccc1Cl
3	120	CC(C)CCNC(=O)NC(=O)COc1ncnc2sccc12
-5	·	CC(=O)c1cc2c(N)c(C(=O)c3ccc(Br)cc3)sc2nc1C
-3	·	O=C1/C(=C\c2ccc(-c3ccc([N+](=O)[O-])cc3Br)o2)Sc2ccccc21
1	98	O=C(c1ccco1)N1CCN=C1SCc1ccc(F)cc1
3	108	COc1cccc(-c2nnc(SCC(=O)Nc3ccc(S(N)(=O)=O)cc3)n2C)c1
·	72	CC(C)=CCn1c(N2CCCCC2)nc2c1c(=O)[nH]c(=O)n2C
12	·	O=C(NC(=O)c1ccccc1)Oc1ccc([N+](=O)[O-])cc1
2	102	COc1ccc(OC)c(C2CC(=O)C3=C(C2)NC(=O)CC3c2ccc(O)c(OC)c2)c1 (stereo not drawn)
-11	74	Cn1c(=O)c2c(nc(Oc3ccc4c(c3)OCO4)n2Cc2ccc(F)cc2)n(C)c1=O
4	·	Cc1cccc(Nc2nnc(-c3ccc(C(=O)NCCO)cc3)c3ccccc23)c1
12	106	NC(=O)CSc1nnc(CNc2cccc(Cl)c2)n1CCc1ccccc1
0	·	Cc1cc(NS(=O)(=O)c2ccc(Nc3nc(-c4ccc(Cl)cc4)cs3)cc2)no1
6	·	CC12c3ccccc3C(c3ccccc31)C1C(=O)N(Cc3cccnc3)C(=O)C12 (stereo not drawn)
11	93	CC(C)Oc1ccc(/C(O)=C2/C(=O)C(=O)N(CCCN3CCOCC3)C2c2ccncc2)cc1 (stereo not drawn)
0	·	COc1ccccc1/C=C1/SC(=S)N(CCC(=O)N2c3ccccc3Sc3ccc(Cl)cc32)C1=O
·	65	COc1ccc(N2C(=O)c3cccc4cccc(c34)C2=O)cc1

# A second format for 6 compounds above.
# Every second line gives: HePTP inh | BAP1 inh
- COc1ccc(N2C(=O)c3cccc4cccc(c34)C2=O)cc1
 : · | 65
- Cc1cccc(N(Cc2ccccc2F)S(C)(=O)=O)c1
 : 9 | 167
- COc1ccc(OC)c(C2CC(=O)C3=C(C2)NC(=O)CC3c2ccc(O)c(OC)c2)c1 (stereo not drawn)
 : 2 | 102
- O=C1/C(=C\c2ccc(-c3ccc([N+](=O)[O-])cc3Br)o2)Sc2ccccc21
 : -3 | ·
- COc1cc(CN2CCC(C(=O)N3CCN(c4ccccc4F)CC3)CC2)ccc1O
 : 2 | 58
- O=C(NC(=O)c1ccccc1)Oc1ccc([N+](=O)[O-])cc1
 : 12 | ·

# Going on with the list:
HePTP inh	BAP1 inh	mol
-9	95	Cc1ccccc1-n1nc(C)c2cc(C(=O)N3CCN(S(=O)(=O)c4ccccc4)CC3)sc21
4	85	COc1ccccc1S(=O)(=O)Cc1ccc(C(=O)N2CCCC2)o1
2	·	Cc1ccsc1/C=C1\SC(=S)N(CC(C)C)C1=O
·	125	CC1CCCC(C)N1S(=O)(=O)c1cccc([N+](=O)[O-])c1 (stereo not drawn)
-2	·	CCc1ccc(OCCCCCN(CC)CC)cc1
-1	88	COCCCN1C(=O)c2[nH]nc(-c3ccccc3O)c2C1c1ccc(Cl)cc1 (stereo not drawn)
0	·	COc1ccc(CN2CCN(C3CCCCCC3)CC2)c(OC)c1OC
10	·	Cc1cc([N+](=O)[O-])ccc1-c1ccc(C(=O)Nc2ccccc2O)o1
-4	91	CCOCCCNC(=O)C(c1ccc(Cl)cc1)N1CCN(c2ccccc2)CC1 (stereo not drawn)
-4	·	O=C(/C=C/c1cccc([N+](=O)[O-])c1)N1CCN(Cc2ccccc2)CC1
7	·	COc1cccc(NC(=O)c2sc(-c3ccccc3)nc2C)c1
-6	·	O=C(COC(=O)c1c2c(nc3ccccc13)CCCC2)Nc1ccc2c(c1)OCO2
2	86	CCOC(=O)c1ccc(NC(=O)Oc2ccccc2)cc1
8	·	COc1ccc2[nH]c(=O)c(C(c3nnnn3C3CCCC3)N(C)C3CCCCC3)cc2c1 (stereo not drawn)
7	·	C/C(=N/N1CCN(Cc2ccccc2Cl)CC1)c1cccc([N+](=O)[O-])c1
1&-17	83	CC(=NCCN1CCNCC1)C1=C(O)CC(C)(C)CC1=O
11	85	CCOC(=O)C(C)Sc1nnc2n1C(C)(C)Cc1ccccc1-2 (stereo not drawn)
7	80	CCN(CC)c1nc(Nc2ccc(Cl)cc2)nc(OCC#N)n1
-2	·	COc1ccc(-c2cc(C(F)(F)F)nc(N3CCN(c4ccccc4)CC3)n2)cc1OC
6	89	CC(c1cccnc1)N(C(=O)Nc1ccccc1)C1CCCCC1 (stereo not drawn)

# Additional structures
HePTP inh	BAP1 inh	mol
1&-10	100	CCC(=O)c1ccc(N2CCN(C(=O)c3ccc(Br)cc3)CC2)c(F)c1
·	92	O=C(O)CN(CCN(CC(=O)O)CC(=O)O)CCN(CC(=O)O)CC(=O)O
6	65	N#Cc1cc2c(=O)n3ccccc3nc2n(Cc2cccnc2)c1=N
4	108	O=C(Cn1cnc2c(nnn2-c2ccc(F)cc2)c1=O)NCc1ccco1
6	·	Cc1ccc(N=Cc2cc(Br)ccc2O)cc1F
·	131	C[n+]1cc(-c2ccc3ccccc3n2)cc2ccccc21
0	104	O=C(O)CSCCc1ccccn1
4	·	COc1ccc(C2CC(=O)C3=C(C2)Nc2ccccc2NC3c2c(F)cccc2Cl)cc1 (stereo not drawn)
6	98	O=C(Nc1ccc2c(c1)nc1n2CCOC1)c1ccco1
5	132	COc1ccc(OCC(=O)Nc2ccc(N3CCOCC3)c(Cl)c2)cc1
4	142	Cc1ccc(NC(=O)Nc2ccc(F)cc2)nc1
-16	·	COCCOC(=O)C1=C(C)NC2=C(C(=O)CC(C)(C)C2)C1c1cccc(F)c1 (stereo not drawn)
-9	·	Cc1ccc(N/C(=N\S(=O)(=O)c2ccccc2)Nc2nc(C)cc(C)n2)cc1
3	·	COc1cc(/C=C2\SC(=Nc3cccc(Cl)c3C)NC2=O)ccc1O
-1	·	Cc1nc(=S)c2cnn(-c3ccccc3)c2[nH]1
104*	·	CN1C(=O)/C(=C2/SC(=S)N(CCC(=O)O)C2=O)c2cc(Br)ccc21
10	·	Cc1ccc(C(C)C)c(OCc2ccc(-c3nnco3)cc2)c1
·	89	COc1cc(NS(=O)(=O)c2ccc(NC(=O)c3ccco3)cc2)ncn1
6	708	C=CCn1c(N)c(C(=O)OC(C)(C)C)c2nc3ccccc3nc21
-7	·	COc1ccc(NC2CC(=O)N(c3ccccc3F)C2=O)cc1 (stereo not drawn)

# Looked up above.
# For HePTP inh, O=C(O)CSCCc1ccccn1 reads 0
# For HePTP inh, COCCOC(=O)C1=C(C)NC2=C(C(=O)CC(C)(C)C2)C1c1cccc(F)c1 (stereo not drawn) reads -16
# For BAP1 inh, O=C(O)CN(CCN(CC(=O)O)CC(=O)O)CCN(CC(=O)O)CC(=O)O reads 92
# For BAP1 inh, COc1cc(NS(=O)(=O)c2ccc(NC(=O)c3ccco3)cc2)ncn1 reads 89
# For HePTP inh, Cc1ccc(N/C(=N\S(=O)(=O)c2ccccc2)Nc2nc(C)cc(C)n2)cc1 reads -9

# Single records (already shown). Screens in order: HePTP inh, BAP1 inh
# Cc1ccc(C(C)C)c(OCc2ccc(-c3nnco3)cc2)c1 is listed as 10, ·
# CCC(=O)c1ccc(N2CCN(C(=O)c3ccc(Br)cc3)CC2)c(F)c1 is listed as 1&-10, 100
# Cc1nc(=S)c2cnn(-c3ccccc3)c2[nH]1 is listed as -1, ·

# Back to the main list; the 2 compounds before the break are reprinted first.
HePTP inh	BAP1 inh	mol
6	708	C=CCn1c(N)c(C(=O)OC(C)(C)C)c2nc3ccccc3nc21
-7	·	COc1ccc(NC2CC(=O)N(c3ccccc3F)C2=O)cc1 (stereo not drawn)
-25	97	O=C(O)C1C2CC=CC2c2cc(Oc3ccccc3)cc3c2N1CC1CC=CC31 (stereo not drawn)
-2	117	COc1cc(NC(=O)c2cc3nc(C)cc(C)n3n2)c(OC)cc1Cl
6	94	COc1cc(Cl)c(C)cc1NC(=O)COc1cc(C)nc(C(C)C)n1
-11	·	COc1ccc(N(CC(=O)NCc2ccccc2OC)S(=O)(=O)c2ccccc2)c(OC)c1
0	·	O=C1NC(=O)C(Nc2ccc(Cl)cc2)S1 (stereo not drawn)
-13	72	N#CCSc1nc2ccccc2c(=O)n1CCC(=O)NCCc1ccccc1
4	95	Cn1c(Cn2c(=O)sc3ccccc32)nnc1SCC(=O)NCc1ccc(F)cc1
3	88	O=C(Cc1c(F)cccc1Cl)N1CCN(C(=O)c2ccco2)CC1
9	·	COc1cc(/C=C(\C#N)c2nc3ccccc3[nH]2)cc(Cl)c1O
8	·	CCCCc1ccc(N=N/C(C(=O)Nc2ccc(C(N)=O)cc2)=C(\C)O)cc1
1	·	CCN(CC)CCSc1nc2sc3c(c2c(=O)n1-c1ccc(OC)cc1)CCCC3
-7	·	Cc1ccc(N2CC(C(=O)Nc3cccc(Cl)c3)CC2=O)cc1 (stereo not drawn)
1	104	C=CCc1ccccc1OCCCCN1CCCC1
1	·	CC(/C=C/c1ccc2ccccc2c1)=C\C(=O)O
8	79	O=C(NCCc1ccccc1)c1cnn2c(C(F)F)cc(C3CC3)nc12
4	97	CCOc1ccc(N(CC(=O)NC2CCCC2)S(=O)(=O)c2c(C)noc2C)cc1
2	122	COc1ccc(-c2c(C)n([O-])c3c([n+]2=O)CCC3)cc1OC
-15	·	Cc1ccc(Nc2nc(-c3ccccc3)cs2)cc1
9	102	CCOCCCNC(=O)c1[nH]c(C)c(C(C)=O)c1C
3	81	COc1ccc(CCNC2CC(=O)N(c3ccc(F)cc3)C2=O)cc1OC (stereo not drawn)
4	·	Cc1ccc(OCC(=O)NNC(=O)Cc2ccc(Cl)cc2)c(C)c1
